AmpC no deterg: blocks E. coli AmpC beta-lactamase in detergent-free assay | AmpC nitrocefin hydrolysis, absorbance 480 nm, 0.0001% Triton | Potency, µM (series often up to 57.1 µM), without a hit: top-dose activity change, negative = inhibition, hits mostly inhibitors | 0.52% of 330,000 active | AID 485341;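 further: potency means the concentration at half of the fitted maximal effect; plate controls were no compound for no effect and no enzyme for full effect; nearly all actives have a fitted effect of over 20% in size; some results filed as inactive show a strong effect at the top dose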
Target sequence (P00811 whole entry, looked up): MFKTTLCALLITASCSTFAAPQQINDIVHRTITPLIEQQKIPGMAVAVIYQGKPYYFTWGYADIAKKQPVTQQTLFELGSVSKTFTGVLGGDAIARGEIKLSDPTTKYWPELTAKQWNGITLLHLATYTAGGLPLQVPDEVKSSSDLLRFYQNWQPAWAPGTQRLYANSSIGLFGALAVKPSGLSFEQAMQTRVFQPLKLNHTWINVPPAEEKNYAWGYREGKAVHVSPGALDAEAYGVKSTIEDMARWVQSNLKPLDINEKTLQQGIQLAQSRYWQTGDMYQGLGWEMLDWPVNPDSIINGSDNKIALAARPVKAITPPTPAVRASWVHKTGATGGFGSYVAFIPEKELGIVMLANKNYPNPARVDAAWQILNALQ
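20 mM phosphate pH 7.0 + 0.01% (detergent screen) or 0.0001% Triton X-100; 5.3 nM AmpC reagent; cpd preinc 15 min RT; nitrocefin (800 uM stock) to start; A480 q20 s × 4 min; Activity was normalised to no-enzyme and no-compound control wells.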
TbPYK inhibitor: inhibitors of Trypanosoma brucei pyruvate kinase; Potency, µM (series often up to 76.8 µM), without a hit: at the highest dose activity, negative = inhibition, usual class: inhibitors; TbPYK enzyme, Kinase-Glo Plus ATP luminescence, 45 min; Q57TT1; AID 624173; 0.12% of 410,000 active; further: potency means the concentration at half of the fitted maximal effect; nearly all actives have a fitted effect of over 50% in size
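Screened from lowest to highest concentration, compounds were pinned into TbPYK/substrate mixtures, and ADP (130 uM final) was added. Plates sat at room temperature for 45 min prior to Kinase-Glo Plus detection by luminescence.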
Sm TGR block: inhibitors of Schistosoma mansoni thioredoxin glutathione reductase. 3% of 360,000 active. Potency, µM (top dose mostly 114 µM), inactives show top-dose activity change, negative = inhibition, most hits filed as inhibitors. purified TGR, DTNB reduction, TNB absorbance 405 nm. Q962Y6; further: potency means the concentration at half of the fitted maximal effect; nearly all actives have a fitted effect of over 60% in size
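Kinetic colorimetric format: TGR-catalysed, NADPH-driven DTNB reduction monitored via TNB absorbance. Enzyme dispensed at 20 nM; compound exposure 15 min at room temperature before reaction start.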
HCMV antiviral: blocks human cytomegalovirus replication | HFF cells, HCMV-luciferase reporter, 72 h; stronger effect = lower value | 4.5% of 410,000 active | activity change, negative = inhibition, % at 57.5 µM; in the data active means activity change below about -60%; inconclusive means no clear call, values can overlap the other calls; inactive means above about -39%
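HFF cells seeded 16 h at 37C, treated with compounds, infected with luciferase-reporter HCMV at MOI 1 PFU/cell; luciferase read at 72 h post infection, normalized to buffer-only and Salinomycin controls.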
AMA1 RON2 block: disrupts binding of P. falciparum AMA1 to RON2; AlphaScreen AMA1-biotinylated RON2 peptide binding; Potency, µM (titrated, usually from 58.2 µM), for the others: at the top dose activity change, negative = inhibition, most hits filed as inhibitors; 0.2% of 360,000 active;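 further: potency means the concentration at half of the fitted maximal effect; 0% = vehicle wells and -100% = peptide control; nearly all actives have a fitted effect of over 45% in size; some results filed as inactive show a strong effect at the top dose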
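AMA1 (3D7) with his tag at 25 nM final met compounds first, then biotinylated RON2 peptide at 25 nM; detection used donor plus acceptor beads, 10 µg/mL apiece, read by AlphaScreen after 30 min at room temperature.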
LmPK inhibitor: inhibitors of Leishmania mexicana pyruvate kinase; Q27686; 0.37% of 290,000 active; Potency, µM (highest dose often 57.5 µM), for the others: at the highest dose activity change, negative = inhibition, actives largely listed as inhibitors; purified LmPK, Kinase-Glo ATP luminescence, 1 h; AID 1721; further: potency means the concentration at half of the fitted maximal effect
Target sequence (Q27686 whole entry, looked up): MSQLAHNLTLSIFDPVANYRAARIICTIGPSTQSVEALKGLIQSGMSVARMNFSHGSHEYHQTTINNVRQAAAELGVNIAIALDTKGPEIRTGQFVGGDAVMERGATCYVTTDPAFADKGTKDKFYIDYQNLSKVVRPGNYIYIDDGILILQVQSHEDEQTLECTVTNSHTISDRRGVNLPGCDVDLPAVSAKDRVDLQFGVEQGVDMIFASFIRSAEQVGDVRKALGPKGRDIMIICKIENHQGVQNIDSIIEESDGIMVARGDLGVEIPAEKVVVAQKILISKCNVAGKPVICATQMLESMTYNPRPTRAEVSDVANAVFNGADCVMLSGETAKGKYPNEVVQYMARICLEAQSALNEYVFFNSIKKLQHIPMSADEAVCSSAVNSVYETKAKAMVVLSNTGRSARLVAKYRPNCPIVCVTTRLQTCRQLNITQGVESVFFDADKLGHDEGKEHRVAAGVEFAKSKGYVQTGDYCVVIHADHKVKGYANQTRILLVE
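Purified LmPK (0.1 nM) with 0.5 mM PEP and 0.1 mM ADP in imidazole buffer pH 7.2 with MgCl2/KCl, 1 h at room temperature. ATP formed was read by luciferase luminescence and normalized to no-enzyme and uninhibited controls.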
AmpC inh detg: blocks E. coli AmpC beta-lactamase in detergent assay. P00811. AmpC hydrolysis of nitrocefin, absorbance 480 nm, 0.01% Triton. Potency, µM (highest dose often 114 µM), without a hit: at the top dose activity change, negative = inhibition, actives largely listed as inhibitors. 0.041% of 370,000 active. AID 485294;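 further: potency means the concentration at half of the fitted maximal effect; 0% = no-compound wells and -100% = no-enzyme wells; nearly all actives have a fitted effect of over 25% in size; some results filed as inactive show a strong effect at the top dose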
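AmpC (5.3 nM in the dispensed reagent) in 20 mM phosphate pH 7.0 with 0.01% (detergent screen) or 0.0001% Triton X-100 was preincubated with compounds for 15 min at room temperature. Nitrocefin was then added from an 800 uM solution, and hydrolysis was followed at 480 nm.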
Numbers without * were called inactive; ? = inconclusive; nt = not tested or not shown; [ ] = remark or other dose. Unless noted, the call rests on the fitted dose curve; in most records, active means well fitted curve in the direction sought with a large enough effect; inconclusive means small, poorly fitted or top-dose-only effect, or another doubt; inactive means no such curve, though single readings can be large; an effect the other way counts as inactive or inconclusive. Unless noted, on the % scale 0 is the no-effect control and ±100 the full control effect. Random draw from the library; about 7.4% have a hit in one of these screens.

Molecule	AmpC no deterg	TbPYK inhibitor	Sm TGR block	HCMV antiviral	AMA1 RON2 block	LmPK inhibitor	AmpC inh detg
Cc1ccccc1-c1cc2nc(NCc3ccccc3)n(C)c(=O)c2s1	nt	3.2%	nt	11.1	0.0%	nt	nt
COC(=O)c1ccc(N2CCCCC2)c(N)c1	-20.1%	-20.0%	nt	104.5	-14.4%	-0.5%	0.4%
CN1C(=O)c2ccccc2C(C(=O)NCc2ccco2)C1c1c[nH]c2ccccc12 (centres undefined)	nt	3.6%	-9.4%	20.8	-3.7%	-0.2%	0.0%
CCCC(=O)Nc1ccc(NC(=O)c2cccc(OC)c2)nc1	-18.3%	0.1%	12.5%	26.4	13.0%	?	?
Cc1ccccc1OC(=O)c1nc(SCc2ccccc2F)ncc1Cl	nt	4.0%	0.1%	-0.7	nt	nt	-6.4%
O=C(Nc1cccc(Cl)c1)Nc1nnc([C@H]2C[C@H](O)[C@@H](CO)O2)s1	nt	-0.2%	nt	2.6	-0.2%	nt	nt
O=C(N1CCN(c2ccccn2)CC1)C(Cl)(Cl)Cl	10.5%	0.0%	1.8%	-6.4	2.2%	2.0%	?
Cc1ccccc1C(=O)NC(C(=O)Nc1nc2c(s1)CCCC2)C(C)C (centres undefined)	-4.2%	-1.4%	-11.5%	-13.6	9.9%	1.0%	-13.4%
Cc1ccc(NS(=O)(=O)c2cccc(C(=O)N3CCCCCC3)c2)cc1	5.2%	-0.1%	3.5%	-9.7	-15.3%	nt	-1.7%
COc1cccc(C2=NOC(C(=O)Nc3ccc4c(c3)OCO4)C2)c1OC (centres undefined)	-33.0%	-7.6%	-2.1%	-16.5	-9.6%	-5.8%	-0.4%
Nc1c(Cl)ncnc1N/N=C/c1ccncc1	-8.1%	-1.5%	44.7µM*	-23.6	6.1%	-3.5%	-6.5%
C=CCSc1nc2ccccc2n1Cc1nnc(-c2cccs2)o1	-20.9%	3.0%	10.2%[11.4 µM]	10.2	4.9%	7.0%	3.2%
CC1(C(=O)NS(=O)(=O)c2cccs2)CCN1C(=O)C1(c2ccccc2)CCCC1 (centres undefined)	nt	-1.5%	nt	-6.5	-4.9%	nt	nt
CN(C)C(=O)c1cc2c(c(-c3cccc(C4=CCCCC4)c3)n1)[C@@H](CCO)N(S(=O)C(C)(C)C)C2 (some centres undefined)	nt	?	nt	-19.1	9.8%	nt	nt
Cc1ccc(NC(=O)C2C3C=CC4(O3)C2C(=O)N(CCN2CCOCC2)C4C(=O)NC2CCCCC2)cc1C (centres undefined)	10.6%	-2.2%	-26.6%	-12.7	-10.1%	1.6%	-12.6%
COc1cc(OC)cc(C(=O)NNC(=O)CCc2nc3ccccc3c(=O)[nH]2)c1	-16.3%	-4.1%	-1.3%	-27.2	17.2%	nt	6.6%
CN(c1ccccc1)S(=O)(=O)c1cccc(C(=O)NCc2ccccc2)c1	-3.4%	0.0%	-2.5%	-38.5	-6.9%	nt	3.6%
COc1ccc(C(=O)N2CCN=C2c2ccccc2)cc1OC	-24.3%	6.7%	-0.5%	14.4	-10.9%	0.9%	?
COCCNC(=O)c1onc(CSc2ccncc2)c1C(=O)NCCOC	127.0%[activator]	1.4%	9.5%	8.4	0.0%	3.3%	1.7%
Cc1nn(C(C)C(=O)NCCCN2CCCCCC2)c(=O)c2c1sc1ccccc12 (centres undefined)	90.2%[activator]	-4.8%	?	-39.4	-5.4%	-11.1%	1.3%

Reformatted with each value named: part of the list above
Cc1ccc(NS(=O)(=O)c2cccc(C(=O)N3CCCCCC3)c2)cc1
- AmpC no deterg: 5.2%
- TbPYK inhibitor: -0.1%
- Sm TGR block: 3.5%
- HCMV antiviral: -9.7
- AMA1 RON2 block: -15.3%
- LmPK inhibitor: nt
- AmpC inh detg: -1.7%

COc1cccc(C2=NOC(C(=O)Nc3ccc4c(c3)OCO4)C2)c1OC (centres undefined)
- AmpC no deterg: -33.0%
- TbPYK inhibitor: -7.6%
- Sm TGR block: -2.1%
- HCMV antiviral: -16.5
- AMA1 RON2 block: -9.6%
- LmPK inhibitor: -5.8%
- AmpC inh detg: -0.4%

Additional records follow.
Molecule	AmpC no deterg	TbPYK inhibitor	Sm TGR block	HCMV antiviral	AMA1 RON2 block	LmPK inhibitor	AmpC inh detg
Cc1ccc(OCCSc2nc(N)cc(N)n2)cc1	-24.3%	4.0%	5.1%	-22.1	4.3%	-0.1%[11.5 µM]	-15.0%
COc1ccc(C)cc1NC(=O)C(=O)NNC(=O)c1ccco1	?	-2.4%	-11.6%	50.8	22.5%	1.5%	2.6%
c1ccc(-c2cn(C[C@H]3CC[C@H](Cn4cc(-c5ccccn5)nn4)O3)nn2)nc1	0.7%	0.5%	-7.3%	-15.1	1µM*	-5.2%	?
CCOC(=O)C1CCN(c2cc3c(cc2NC(=O)c2ccccc2Br)n(C)c(=O)n3C)CC1	31.5%	1.0%	0.5%	-1.6	9.3%	11.1%	3.7%
Cc1cc(C(=O)OCC(=O)Nc2ccccc2Br)c(C)o1	-13.7%	6.7%	nt	?	31.1%[activator]	nt	nt
CCC1CCCCN1S(=O)(=O)c1ccc(C(=O)N(CCCN(C)C)c2nc3cc4c(cc3s2)OCO4)cc1 (centres undefined)	213.7%[activator]	-0.4%	-13.8%	-17.0	-10.1%	-5.0%	-0.4%
COc1ccc(OC)c(NC(=O)CCNS(=O)(=O)c2cc(Br)cnc2N)c1	-18.8%	3.1%	-19.8%	-31.7	-1.9%	1.5%	-2.3%
Cc1ccc(-n2ncc3c(NCCc4ccccc4)ncnc32)cc1Cl	nt	0.3%	5.1%	40.0	nt	nt	-2.8%
COc1ccc(Cl)cc1Nc1ncnc2c1c(-c1ccccc1)cn2-c1ccccc1	nt	6.8%	6.2%	72.0	nt	nt	-10.8%
NS(=O)(=O)c1ccc(CCNC(=O)C2CCN(C(=O)Nc3ccccc3)CC2)cc1	-13.7%	-6.8%	nt	7.2	4.0%	nt	nt
Cc1ccc2oc(=O)c3cnn(CC(=O)N(CCCN4CCOCC4)Cc4ccco4)c3c2c1	29.5%	-11.4%	-3.7%	-3.8	5.2%	4.4%	?
Cc1ccc(CNC(=O)C2(S(=O)(=O)c3ccccc3)CC=CC2)cc1	-21.7%	-2.6%	2.6%	nt	0.0%	-7.2%	-10.8%
Clc1cc2nc(-c3cccnc3Cl)[nH]c2cc1Cl	-44.8%	-1.9%	7.7%	118.6	2.0%	-1.4%	-4.7%
Cc1cccc(N2CCN(C(=O)CCS(=O)(=O)c3ccc(Br)cc3)CC2C)c1 (centres undefined)	76.7%[activator]	1.9%	-22.3%	?	-6.3%	6.0%	2.4%
CCn1c(SCC(=O)Nc2c(C#N)cnn2-c2ccccc2)nnc1-c1cccs1	-6.9%	2.2%	14.5%	53.3	0.3%	1.0%	-2.2%
CNC(=O)NC(=O)COc1c(F)c(F)cc(F)c1F	-15.5%	-6.3%	8.2%	-30.1	-0.2%	0.1%	4.2%
CC1CCCCC1NC(=O)COC(=O)COc1ccccc1F (centres undefined)	-9.2%	0.2%	nt	-37.6	9.8%	nt	nt
Cc1ccc(C2(C)NC(=O)N(CC(=O)c3ccc4c(c3)OCCO4)C2=O)cc1 (centres undefined)	-39.1%	-7.7%	0.9%	44.2	0.0%	nt	-0.8%
CCOC(=O)CNC(=O)N1C[C@H]2CON(C)[C@H]2C[C@H]1c1ccccc1Br	nt	6.3%	nt	1.2	2.7%	nt	nt
N#CC1(NC(=O)CN2CCN(S(=O)(=O)c3ccccc3F)CC2)CCCC1	-4.1%	3.5%	-2.5%	0.0	-1.6%	-6.1%	1.4%
NNC(=O)CN1C(=O)CN=C(c2ccccc2)c2cc(Br)ccc21	14.3%	-11.0%	3.0%	-24.9	3.8%	2.4%	-1.7%
CCCSc1ncc(Cl)c(C(=O)Nc2ccc(S(=O)(=O)N3CC(C)OC(C)C3)cc2)n1 (centres undefined)	35.9%	3.3%	-3.4%	-67.5*	-6.6%	-3.8%	-0.8%
COc1ccc(-c2[nH]c(-c3cccc(OC)c3)nc2SCC(=O)Nc2ccc3c(c2)OCO3)cc1	nt	-1.9%	-14.2%	?	nt	nt	-6.3%
CCCn1nc(C(=O)NCCc2ccc(S(N)(=O)=O)cc2)c2ccccc2c1=O	-28.9%	1.3%	0.0%	-3.5	12.9%	-3.0%	-10.1%
CN(C)C(CNC(=O)c1cccc(S(=O)(=O)NCc2ccccc2)c1)c1ccco1 (centres undefined)	-9.7%	-4.8%	-16.0%	-7.5	51.7%[activator]	nt	?
COc1ccc(NC(=O)CN2CCN(c3ccc(Cl)cc3)CC2)c(OC)c1	97.9%[activator]	0.7%	0.0%	28.2	-10.7%	0.2%	-8.1%
COc1ccc2ccccc2c1/C=N/NC(=S)NCCN1CCOCC1	30.3%	6.2%	12.9%	-4.9	36.5%[activator]	11.6%	7.8%
COc1ccc(CCNC(=O)CCCn2c(=O)c3ccccc3n(Cc3ccccc3)c2=O)cc1OC	nt	0.7%	3.4%	-15.4	nt	nt	0.1%
CN(C)S(=O)(=O)c1ccc(C(=O)/C=C/c2cccnc2)cc1	-14.7%	-7.9%	?	10.4	6.1%	-2.4%	-11.2%
COc1cc(C(=O)Nc2ccc(NC(=O)c3ccccc3Cl)nc2)cc(OC)c1OC	-4.7%	3.8%	8.9%	-35.2	-8.3%	3.4%	?
CC(=O)C1=CCC(c2ccccc2)N(S(=O)(=O)c2ccc(C)cc2)C1 (centres undefined)	nt	6.8%	nt	-11.0	15.4%	nt	nt
COc1ccc(N2CCN(C(=O)CSc3nc4c(c(=O)n(C)c(=O)n4C)n3C(C)C)CC2)cc1	-2.8%	-6.8%	0.1%	-29.1	-5.3%	2.5%	?
CCOc1ccc2cc(C(=O)c3ccccc3)c(=O)oc2c1	-33.1%	-9.4%	4.9%	56.3	-10.2%	3.6%	6.1%
CC(C)CCN1CCC(CN2CCNC(=O)C2=O)CC1	nt	2.5%	nt	-21.7	-10.6%	nt	nt

Assay outcomes: PubChem BioAssay, National Center for Advancing Translational Sciences (NCATS)
